From PubChem
p97 inhibitor = human p97 ATPase inhibition; P55072; recombinant p97 ATPase, Kinase-Glo ATP luminescence, 3 h; inhibition, % at 8 µM; hit rate 0.42% among 220,000; in the data active = inhibition above about 15%;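 note: 0% = DMSO vehicle and 100% = wells lacking enzyme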
Rad51 HR inh = Rad51 (human) homologous recombination inhibition | Q06609 | hRad51 DNA strand exchange, fluorescence dequenching | inhibition, % at 10 µM | hit rate 0.085% among 200,000;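 active = inhibition above 40% at the single screening dose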;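 note: 0% = DMSO control wells and 100% = blanks with heterologous ssDNA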
Target sequence (Q06609 whole entry, looked up): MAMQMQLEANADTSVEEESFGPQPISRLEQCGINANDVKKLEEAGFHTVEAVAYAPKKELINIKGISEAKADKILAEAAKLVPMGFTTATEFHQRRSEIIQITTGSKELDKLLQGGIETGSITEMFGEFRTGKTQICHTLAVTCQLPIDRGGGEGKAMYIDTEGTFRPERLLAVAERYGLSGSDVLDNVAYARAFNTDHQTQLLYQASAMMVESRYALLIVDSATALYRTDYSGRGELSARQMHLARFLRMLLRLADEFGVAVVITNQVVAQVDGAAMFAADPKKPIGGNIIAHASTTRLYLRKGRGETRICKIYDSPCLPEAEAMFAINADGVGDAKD
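Material: human Rad51–ssDNA filaments; Probe or stimulus: labelled 47-mer dsDNA for strand exchange; Doses: single 10 µM dose; Incubation: 37 °C 15-min filament assembly, 30-min compound preincubation, 15-min exchange; Technique: FRET fluorescence dequenching, excitation 485 nm, emission 520 nm; Measure: Fluorescence-based percent inhibition, control- and blank-normalised; Benchmarks: plate control and blank wells.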
eIF4E-4G inh = eIF4E/eIF4G interaction inhibition in translation initiation; hit rate 0.37% among 220,000; inhibition, % at 21.7 µM; P63073+Q04637; TR-FRET eIF4E-eIF4GI(517-606) binding, 2 h;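 active = inhibition above about 30%, limit read from the data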;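 note: 0% = full FRET control wells and 100% = background wells lacking eIF4GI fragment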
FXIIa inh = factor XIIa (human) inhibition; P00748; purified FXIIa, Boc-QGR-AMC fluorogenic substrate, 2 h; inhibition, % at 5 µM; hit rate 0.3% among 220,000; AID 800; in the data active = inhibition above about 40%;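 note: 0% = enzyme with no compound and 100% = blank without enzyme; many of its hits are not listed in these tables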
FXIa inh 1536 = blocks human coagulation factor XIa protease activity. P03951. purified FXIa, Boc-Glu-Ala-Arg-AMC fluorogenic substrate. inhibition, % at 5 µM. hit rate 0.14% among 220,000. AID 798;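 active = inhibition of at least 40%; inactive = inhibition below 40%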;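 note: fluorescence of freed AMC excited at 355 nm; 0% = enzyme without compound and 100% = no enzyme blank; many of its hits are not listed in these tables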
Wee1 stabilizer = blocks degradation of human Wee1 kinase | hit rate 1.2% among 220,000 | HeLa Luc-Wee1K328M stability, luciferase luminescence; 100% = proteasome inhibitor MG132 effect | AID 1321 | P30291 | reporter increase, % at 5 µM;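 active = activation above the mean of all tested compounds plus 3 SD, set per screening run, cut at about 8.8% in these data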;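 note: cells exposed to compound for 20 h before luminescence read; 0% = DMSO alone and 100% = MG132 at 30 µM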
KLK5 inh = kallikrein 5 (human) inhibition; inhibition, % at 5 µM; recombinant hK5, fluorogenic AMC substrate cleavage; hit rate 0.59% among 210,000; Q9Y337;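 active = inhibition of 40% or more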;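 note: 0% = enzyme controls without compound and 100% = no-enzyme blanks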
Target sequence (Q9Y337 67-293 limits assumed): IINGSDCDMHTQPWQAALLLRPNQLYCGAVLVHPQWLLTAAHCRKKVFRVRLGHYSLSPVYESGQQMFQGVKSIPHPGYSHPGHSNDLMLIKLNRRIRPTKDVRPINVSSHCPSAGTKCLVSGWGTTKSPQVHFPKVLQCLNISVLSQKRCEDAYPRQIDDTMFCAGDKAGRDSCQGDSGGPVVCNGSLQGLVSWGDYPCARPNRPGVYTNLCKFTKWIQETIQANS
Mdm2 ligase inh = blocks human Mdm2 ubiquitin ligase activity. hit rate 0.11% among 210,000. AID 1230. signal enhancement, % at 5 µM. cell-based MDM2 ubiquitination luciferase reporter, 2 h; 0 = plate control, 100 = twice control, blank-subtracted;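 active = signal enhancement of 30% or more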;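 note: luminescence tracks abundance of the self-degrading MDM2-luciferase fusion protein; higher signal means inhibition of MDM2 E3 ligase activity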
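system = mammalian cells stably expressing self-ubiquitinating, self-degrading MDM2 E3–luciferase fusion | quantity = 2000 cells per well seeded | incubation = 4 h cell settling then 2 h compound exposure, 37 °C | signal = SteadyLite luminescence, 15 min reagent step | benchmarks = plate control and blank wells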
14-3-3 Bad inh = disrupts binding of bovine 14-3-3 zeta to phospho-Bad peptide; TR-FRET 14-3-3zeta/Dy647-pBad peptide displacement, 1 h; P63103; hit rate 0.71% among 220,000; inhibition, % at 21.7 µM;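 active = inhibition above about 70%, limit read from the data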;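 note: 0% = full 14-3-3 plus peptide FRET controls and 100% = background without 14-3-3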
Target sequence (P63103 whole entry, looked up): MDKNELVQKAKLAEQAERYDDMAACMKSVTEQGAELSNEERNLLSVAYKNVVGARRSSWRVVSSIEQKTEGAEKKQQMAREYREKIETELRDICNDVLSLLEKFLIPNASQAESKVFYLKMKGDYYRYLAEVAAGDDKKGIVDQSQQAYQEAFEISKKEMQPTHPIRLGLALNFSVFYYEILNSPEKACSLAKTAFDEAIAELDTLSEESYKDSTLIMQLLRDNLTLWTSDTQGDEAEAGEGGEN
* marks the source's active call; other numbers are inactive results; x = no result given; [ ] = remark or other dose.

Short forms: A = p97 inhibitor; B = Rad51 HR inh; C = eIF4E-4G inh; D = FXIIa inh; E = FXIa inh 1536; F = Wee1 stabilizer; G = KLK5 inh; H = Mdm2 ligase inh; I = 14-3-3 Bad inh
[1] CCOCCOc1nc2c(c(=O)n(C)c(=O)n2C)n1CCc1ccccc1
  A: -1; B: -6; C: 1; D: 18; E: 12; F: 2; G: 2; H: -8; I: -7
[2] O=C(Oc1ccc2c(=O)c(Oc3ccc4ccccc4c3)coc2c1)c1ccco1
  A: -1; B: 0; C: 1; D: 3; E: 9; F: 0; G: 5; H: -12; I: 10
[3] CC(C)(C)c1ccc(C(=O)NCCC(=O)N2CCN(c3ncccn3)CC2)cc1
  A: -3; B: -2; C: 0; D: 15; E: 3; F: 0; G: -8; H: 6; I: 6
[4] Cc1nn(-c2ccccc2)c(-n2cccc2)c1C(=O)O
  A: 7; B: x; C: -3; D: 16; E: 10; F: 3; G: -4; H: -1; I: -3
[5] Cc1cccc(Cn2c(SCCN3CCCCC3)nc3c2c(=O)[nH]c(=O)n3C)c1
  A: x; B: -2; C: -23; D: 9; E: 1; F: x; G: 1; H: -7; I: 0
[6] Cc1cccc(NC(=O)CSc2nnc(NC(=O)c3ccc(S(=O)(=O)N4CCOCC4)cc3)s2)c1C
  A: 5; B: -3; C: 2; D: 2; E: 2; F: 0; G: -11; H: 16; I: 9
[7] CN(NC(=O)/C=C/C(=O)O)c1ncc(C(F)(F)F)cc1Cl
  A: 7; B: 11; C: 1; D: 6; E: -2; F: -4; G: 0; H: 3; I: -9
[8] COc1ccc(NC(=O)C2CCCN2C(=O)Nc2ccccc2)cc1OC (stereo not drawn)
  A: 7; B: -7; C: 1; D: 13; E: 3; F: -2; G: -5; H: 3; I: -3
[9] C=CCC(O)(CC=C)C(C)N (stereo not drawn)
  A: 4; B: 10; C: -1; D: 1; E: -7; F: -2; G: -2; H: -11; I: -11
[10] CC(=O)N(c1ccccc1C)C1CCCC1
  A: -1; B: 6; C: 6; D: 16; E: 9; F: 0; G: -16; H: 5; I: -12
[11] Cc1ccc(OCCCCn2ccnc2C)c(C)c1
  A: -2; B: 11; C: 4; D: -9; E: -3; F: 6; G: -23; H: -18; I: 43
[12] O=C(NNC(=O)C1CC(c2cccnc2)=NO1)Nc1ccccc1F (stereo not drawn)
  A: 0; B: 22; C: -2; D: 6; E: -3; F: -1; G: 2; H: -14; I: -7
[13] COC(=O)COc1ccc(NC(=O)c2ccco2)cc1
  A: 6; B: 2; C: 0; D: 3; E: 2; F: -2; G: 1; H: -1; I: 0
[14] COc1cccc(NC(=O)N2CCCC2C(=O)Nc2ccc3c(c2)OCCO3)c1 (stereo not drawn)
  A: 5; B: -7; C: 1; D: 3; E: -3; F: 1; G: -5; H: -7; I: -9
[15] COc1ccc(-c2cc(=O)[nH]c(NCc3ccccc3)n2)cc1
  A: -3; B: 0; C: 7; D: 10; E: -1; F: 0; G: -29; H: -9; I: -8
[16] CCOc1ccc2[nH]c3c(N4CCC5(CC4)OCCO5)ncnc3c2c1
  A: -3; B: -8; C: 2; D: -4; E: -2; F: 3; G: 6; H: -8; I: -4
[17] CC1CCCCC1NC(=O)C(=O)NCC1CCCO1 (stereo not drawn)
  A: -3; B: 4; C: 6; D: 14; E: 4; F: -1; G: -9; H: 2; I: -4
[18] COc1ccc(C(=O)NNC(=S)NC(=O)c2ccccc2[N+](=O)[O-])cc1
  A: 4; B: 1; C: 16; D: 4; E: -1; F: -1; G: -103; H: 13; I: -8
[19] CSc1cccc(NC(=S)N(C(C)C)C(C)c2ccccn2)c1 (stereo not drawn)
  A: 2; B: 6; C: -2; D: 2; E: -7; F: 0; G: -16; H: 0; I: -2
[20] Clc1ccc(Cn2c(-c3cccnc3Cl)nc3ccccc32)c(Cl)c1
  A: -2; B: -7; C: 0; D: 8; E: -5; F: 4; G: -2; H: -16; I: -1
[21] CCOC(=O)N1CCC(=NNC(=O)NC2CCCCC2)CC1
  A: 2; B: x; C: 6; D: 12; E: 0; F: -2; G: x; H: x; I: -7
[22] O=C(NCc1nc2ccccc2[nH]1)C1=C[C@H](c2csc3ccccc23)C[C@H](OCc2ccc(CO)cc2)O1
  A: x; B: -9; C: 8; D: -2; E: -3; F: x; G: -4; H: -5; I: -4
[23] CCCCCCCCC(=O)Nc1cc(C)ccc1OC
  A: -3; B: -4; C: 2; D: 9; E: 5; F: 2; G: -8; H: -7; I: -4
[24] CC(C)(C)Cc1nc2ccccc2n1CCc1ccccc1
  A: -4; B: 5; C: 5; D: 5; E: -4; F: -2; G: 5; H: -1; I: 0
[25] COCCNC(=O)c1nn(-c2cc(OC)cc(OC)c2)c(=O)c2ccccc12
  A: 4; B: 1; C: -2; D: 18; E: 15; F: -1; G: 66*; H: -2; I: -4
[26] CCC(=O)N1c2ccccc2NC2=C(C(=O)CCC2)C1c1ccc(N(C)C)cc1 (stereo not drawn)
  A: -1; B: 0; C: -1[fluorescence artefact?]; D: 9; E: 5; F: -4; G: 43*; H: -13; I: -1
[27] O=C(NCCCn1ccnc1)c1cccnc1
  A: 1; B: 7; C: -3; D: -12; E: -9; F: -4; G: 1; H: -15; I: -5
[28] CC(C)NC(=O)CN1C(=O)NC(CCc2ccccc2)C1=O (stereo not drawn)
  A: 5; B: -7; C: 2; D: 3; E: -2; F: -1; G: -3; H: -7; I: 4
[29] CCOC(=O)c1cc(-c2ccccc2)sc1NC(=O)C(C)Sc1nnc(C)s1 (stereo not drawn)
  A: -7; B: 2; C: -2; D: 0; E: -3; F: -4; G: 1; H: -4; I: -23

Copied from above: compounds 20–29
Short forms: A = p97 inhibitor; B = Rad51 HR inh; C = eIF4E-4G inh; D = FXIIa inh; E = FXIa inh 1536; F = Wee1 stabilizer; G = KLK5 inh; H = Mdm2 ligase inh; I = 14-3-3 Bad inh
[20] Clc1ccc(Cn2c(-c3cccnc3Cl)nc3ccccc32)c(Cl)c1
  A: -2; B: -7; C: 0; D: 8; E: -5; F: 4; G: -2; H: -16; I: -1
[21] CCOC(=O)N1CCC(=NNC(=O)NC2CCCCC2)CC1
  A: 2; B: x; C: 6; D: 12; E: 0; F: -2; G: x; H: x; I: -7
[22] O=C(NCc1nc2ccccc2[nH]1)C1=C[C@H](c2csc3ccccc23)C[C@H](OCc2ccc(CO)cc2)O1
  A: x; B: -9; C: 8; D: -2; E: -3; F: x; G: -4; H: -5; I: -4
[23] CCCCCCCCC(=O)Nc1cc(C)ccc1OC
  A: -3; B: -4; C: 2; D: 9; E: 5; F: 2; G: -8; H: -7; I: -4
[24] CC(C)(C)Cc1nc2ccccc2n1CCc1ccccc1
  A: -4; B: 5; C: 5; D: 5; E: -4; F: -2; G: 5; H: -1; I: 0
[25] COCCNC(=O)c1nn(-c2cc(OC)cc(OC)c2)c(=O)c2ccccc12
  A: 4; B: 1; C: -2; D: 18; E: 15; F: -1; G: 66*; H: -2; I: -4
[26] CCC(=O)N1c2ccccc2NC2=C(C(=O)CCC2)C1c1ccc(N(C)C)cc1 (stereo not drawn)
  A: -1; B: 0; C: -1[fluorescence artefact?]; D: 9; E: 5; F: -4; G: 43*; H: -13; I: -1
[27] O=C(NCCCn1ccnc1)c1cccnc1
  A: 1; B: 7; C: -3; D: -12; E: -9; F: -4; G: 1; H: -15; I: -5
[28] CC(C)NC(=O)CN1C(=O)NC(CCc2ccccc2)C1=O (stereo not drawn)
  A: 5; B: -7; C: 2; D: 3; E: -2; F: -1; G: -3; H: -7; I: 4
[29] CCOC(=O)c1cc(-c2ccccc2)sc1NC(=O)C(C)Sc1nnc(C)s1 (stereo not drawn)
  A: -7; B: 2; C: -2; D: 0; E: -3; F: -4; G: 1; H: -4; I: -23
